ATXN2 expr inh = reduces ATXN2 reporter expression in HEK-293 cells; HEK-293 ATXN2-luciferase reporter, luminescence, 24 h; Potency, µM (highest dose often 57 µM), without a hit: top-dose activity change, negative = inhibition, actives largely listed as inhibitors; 360,000 compounds, 0.72% hits; further: on the % scale 0 is the no-effect control and ±100 the full control effect; nearly all actives have a fitted effect of over 55% in size
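ATXN2-luciferase reporter cells (luciferase flanked by upstream and downstream ATXN2 gene portions) were treated 24 h at 37 °C with compounds at up to 57 uM. SteadyGlo luminescence gave expression; GF-AFC fluorescence gave viability.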
A549 viability = counter-screen for Nrf2 inhibitors: cytotoxicity in A549 cells; A549 ARE-Fluc cells, CellTiter-Fluor viability, 18-24 h; Potency, µM (series often up to 46 µM), inactives show at the highest dose activity change, negative = cytotoxicity, actives largely listed as inhibitors; 390,000 compounds, 0.16% hits; further: on the % scale 0 is the no-effect control and ±100 the full control effect
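A549 ARE_Fluc cells in 5% FBS OPTI-MEM were exposed to compounds in concentration-response for 18-24 h at 37 deg C. Viability was read by CellTiter-Fluor fluorescence (Ex 405/Em 525) after 30 min, before the luciferase read.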
EPAC2 antag = antagonists of human EPAC2 | Q8WZA2 | EPAC2 GEF exchange of Rap1B-BODIPY-GDP, fluorescence | Potency, µM (series often up to 114 µM), without a hit: at the highest dose activity, negative = inhibition, actives largely listed as inhibitors | 360,000 compounds, 0.18% hits; further: on the % scale 0 is the no-effect control and ±100 the full control effect; nearly all actives have a fitted effect of over 45% in size; many of its hits are not listed in these tables
Target sequence (Q8WZA2 whole entry, looked up): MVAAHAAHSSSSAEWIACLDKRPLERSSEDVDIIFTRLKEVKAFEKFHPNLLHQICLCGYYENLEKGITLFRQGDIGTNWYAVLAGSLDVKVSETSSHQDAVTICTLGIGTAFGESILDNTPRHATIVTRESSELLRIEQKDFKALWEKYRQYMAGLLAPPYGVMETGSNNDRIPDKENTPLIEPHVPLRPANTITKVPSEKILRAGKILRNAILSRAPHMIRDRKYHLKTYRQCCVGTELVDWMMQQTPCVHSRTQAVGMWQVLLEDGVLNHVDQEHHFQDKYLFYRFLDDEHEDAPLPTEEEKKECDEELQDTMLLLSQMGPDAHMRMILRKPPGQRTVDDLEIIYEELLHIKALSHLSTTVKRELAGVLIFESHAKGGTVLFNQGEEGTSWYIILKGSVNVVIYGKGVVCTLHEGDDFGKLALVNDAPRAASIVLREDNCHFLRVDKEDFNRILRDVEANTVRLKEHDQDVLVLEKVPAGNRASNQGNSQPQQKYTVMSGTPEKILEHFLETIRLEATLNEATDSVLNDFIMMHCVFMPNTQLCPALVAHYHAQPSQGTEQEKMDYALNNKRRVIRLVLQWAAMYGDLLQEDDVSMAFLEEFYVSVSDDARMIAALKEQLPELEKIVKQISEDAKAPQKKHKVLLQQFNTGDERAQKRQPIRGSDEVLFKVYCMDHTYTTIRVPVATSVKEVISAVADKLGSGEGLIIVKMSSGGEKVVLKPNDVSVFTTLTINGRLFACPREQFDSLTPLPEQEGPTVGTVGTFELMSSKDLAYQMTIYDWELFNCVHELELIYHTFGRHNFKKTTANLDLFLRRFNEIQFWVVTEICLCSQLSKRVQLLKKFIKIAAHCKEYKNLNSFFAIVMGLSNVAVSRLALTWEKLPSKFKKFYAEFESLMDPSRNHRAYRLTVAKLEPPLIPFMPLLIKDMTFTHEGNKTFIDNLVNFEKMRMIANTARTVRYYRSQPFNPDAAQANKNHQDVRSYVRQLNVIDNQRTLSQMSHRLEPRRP
MCF10A rerep = induces DNA re-replication in MCF 10a normal breast cells; MCF 10A DNA re-replication, Hoechst nuclear intensity, 48 h; Potency, µM (top dose mostly 46.1 µM), for inactives: top-dose activity, positive = re-replication, hits mostly activators; 350,000 compounds, 2.9% hits; further: % of control where 0% means no effect; nearly all actives have a fitted effect of over 50% in size
TGFb SMAD3 inh = blocks TGF-b signaling. HepG2 CAGA-GFP TGF-b/SMAD3 reporter, GFP fluorescence, 18 h; TGF-beta stimulated, 500 pg/mL final. Potency, µM (doses to about 46.1 µM), for the others: at the highest dose activity, negative = inhibition, most hits filed as inhibitors. 410,000 compounds, 1.2% hits; further: on the % scale 0 is the no-effect control and ±100 the full control effect; nearly all actives have a fitted effect of over 65% in size
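HEPG2 CAGA-GFP reporter cells (1000/well, DMEM with 1% FBS) received compounds, then recombinant TGF-beta at 500 pg/mL final for 18 hours at 37 degrees C. Per-cell GFP summed per well was normalised to unstimulated and stimulated DMSO controls before curve fitting.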
ATXN viability = reduces viability in counter-screen for ATXN expression inhibitors. S2 cells (HEK-293 line with an ATXN2-luciferase reporter) viability, CellTiter-Fluor protease fluorescence, 24 h. 400,000 compounds, 0.49% hits. Potency, µM (top dose mostly 56.7 µM), actives largely listed as cytotoxic; further: nearly all actives have a fitted effect of over 40% in size
Nrf2 block = inhibitors of Nrf2 signaling. A549 ARE-Fluc reporter, luciferase luminescence, 18-24 h. Potency, µM (top dose mostly 46 µM), without a hit: at the highest dose activity change, negative = inhibition, hits mostly inhibitors. 360,000 compounds, 2.1% hits. AID 504444; further: on the % scale 0 is the no-effect control and ±100 the full control effect; nearly all actives have a fitted effect of over 60% in size
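Nrf2 function is reported as luminescence of an ARE-controlled luciferase in A549 cells. Compounds were tested at several concentrations, and a CellTiter-Fluor read on the same wells flagged cytotoxicity.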
Nrf2 activator = Nrf2 pathway activation; AID 624171; AREc32 ARE-luciferase reporter (MCF7-derived line), luminescence, 24 h; 410,000 compounds, 0.31% hits; Potency, µM (titrated, usually from 46.1 µM), without a hit: at the highest dose activation, usual class: activators; further: % of control where 0% means no effect; nearly all actives have a fitted effect of over 65% in size
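AREc32 cells carrying an ARE-driven firefly luciferase, 1000 cells/well in OPTI-MEM with 5% FBS, dosed after overnight attachment and incubated 24 hr at 37 deg C. Steady-Glo luminescence read after 30 min at RT.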
HepG2 tox = kills HepG2 cells in TGF-b inhibitor counter-screen; HepG2 CAGA-GFP viability, ATP luminescence, 18 h; Potency, µM (highest dose often 46.1 µM), without a hit: at the highest dose activity change, negative = cytotoxicity, most hits filed as cytotoxic; 410,000 compounds, 0.76% hits; AID 588856; further: some results filed as inactive show a strong effect at the top dose
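CellTiter-Glo luminescence gave cytotoxicity after 18 hours at 37 degrees C. The cells were HepG2 CAGA-GFP in 1% FBS DMEM, stimulated with 500 pg/mL TGF-beta after compound addition. %Activity was normalised to no-cell wells (complete cell-killing) and DMSO (no toxicity), and curves were fitted and classified.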
Starred values were filed as active, the others as inactive; i = inactive; u = inconclusive; x = no result given; [ ] = remark or other dose. The call rests on the fitted dose curve; in most records, active means well fitted curve in the direction sought with a large enough effect; inconclusive means small, poorly fitted or top-dose-only effect, or another doubt; inactive means no such curve, though single readings can be large; an effect the other way counts as inactive or inconclusive. Potency means the concentration at half of the fitted maximal effect. Not all compounds are listed; the hit share may differ from the screen's.

SMILES	ATXN2 expr inh	A549 viability	EPAC2 antag	MCF10A rerep	TGFb SMAD3 inh	ATXN viability	Nrf2 block	Nrf2 activator	HepG2 tox
C/C=C(/C)C(=O)O[C@H]1[C@@H](O)c2c(ccc3ccc(=O)oc23)OC1(C)C	-18%	6%	4%	2%	24%	i	4%	-0.2%	-38%
C[C@H]1C(=O)N(C)CCN1C(=O)c1cccc(OC2CCN(CC(C)(C)C)CC2)c1	10%	3%	3%	-2%	-3%	i	8%	0.1%	-2%
CC1(C)CC(=O)c2c(Cc3ccccc3)n[nH]c2C1	0%	-1%	13%	3%	8%	u	-5%	-0.9%	7%
CCCCN(C(=O)c1ccc(S(=O)(=O)N2CCC(C)CC2)cc1)C1CCS(=O)(=O)C1 (stereo not drawn)	1%	0%	-1%	-1%	-1%	i	-2%	0.4%	5%
CN(C)CCNC(=S)Nc1ccc(Cl)cc1Cl	x	14%	13%	3%	15%	u	u	13%	-3%
O=C(c1cc2ccccc2s1)N1CCN(c2ccccn2)CC1	-9%	5%	0%	-4%	17%	i	-2%	0.5%	0%
CCc1nc2ccc(C(=O)NCCNC(C)=O)cn2c1N(CC)Cc1cccc(Br)c1	-5%	x	-11%	x	18%	i	x	3.9%	2%
NS(=O)(=O)c1cccc(NC(=O)CN2CCN(Cc3ccc4c(c3)OCO4)CC2)c1	1%	11%	8%	-4%	u	i	-8%	-0.4%[9.22 µM]	-2%
COc1cc(/C=C/C(=O)O)cc(S(=O)(=O)N2CCCc3ccccc32)c1OC	15%	0%	28%	2%	17%	i	-6%	0.2%	4%
CCOc1ccc(-n2nc3cc(C)c(N)cc3n2)cc1	x	4%	6%	18µM*	-22%	i	u	3.7%	-30%
COc1ccccc1C(=O)Nc1ccccc1SC	-2%	13%	-8%	14%	-19%	i	u	0.5%	-35%
CCOc1ccc(/C=C2\SC(=S)N(CCC(=O)Nc3ccccc3C(=O)O)C2=O)cc1	30%	-12%	-11%	u	u	i	-1%	2.2%	0%
COc1ccc(NC(=O)CC(C)c2ccccc2)cc1S(=O)(=O)N1CCOCC1 (stereo not drawn)	x	-1%	-15%	11%	-9%	u	-10%	0.4%	-21%
CCN(C(=O)c1cc(OC)c(OC)c(OC)c1)C1CCCCC1	x	x	1%	x	-10%	i	x	-0.2%	-19%
CCCC(C)(C)C(=O)N1CCC1(C)C(=O)Nc1cccc2ccccc12 (stereo not drawn)	-8%	x	-25%	x	-17%	i	x	3.5%	-7%
NC(=O)[C@@H]1CC2(CC(c3cccc(NC(=O)CC(c4ccccc4)c4ccccc4)c3)=NO2)CN1C(=O)COc1ccc(Cl)cc1 (stereo partly drawn)	u	-7%	-14%	-42%[inhibitor]	u	i	u	5.5%	-47%
CC(C)NC(=O)C1CC(=O)N(C(C)c2ccccc2)C1 (stereo not drawn)	-5%	2%	0%	13%	-1%	i	-9%	-0.7%	-1%
COc1cccc2cc(CC(=O)c3ccc(C)cc3C)c(=O)oc12	39%[activator]	-2%	-4%	16%	3%	i	u	0.3%	-12%
O=C(CCNC(=O)c1ccccc1Cl)Nc1nc(-c2ccc3ccccc3c2)cs1	-9%	u	-11%	23%	u	i	u	0.1%	-32%
CCOC(=O)C1=C(C)N=c2s/c(=C/c3cccc([N+](=O)[O-])c3O)c(=O)n2C1c1ccccc1 (stereo not drawn)	-24%	u	u	15%	-14%	u	u	-0.4%	4%
COC(=O)C1C(=O)C2=C(CC1C)NC(C)=C(C(=O)OC1CCCCC1)C2c1ccc(N(C)C)cc1 (stereo not drawn)	-10%	-11%	6%	29%	-10%	u	u	0.5%	3%
COC(=O)c1c(NC(=O)CN(C)CC(=O)Nc2ccc(C)cc2)sc2c1CCC(C)C2 (stereo not drawn)	0%	-1%	-3%	-2%	0%	i	13%	0.8%	1%
COC(=O)c1sc2ccccc2c1NC(=O)c1ccc(S(=O)(=O)N2CCC(C)CC2)cc1	-10%	18%	-15%	-1%	0%	i	0%	-0.4%	-10%
CC(Oc1ccccc1)c1ccnn1S(=O)(=O)c1ccccc1 (stereo not drawn)	-1%	2%	0%	u	15%	u	-11%	-0.1%	5%
CCOC(=O)N1CCC(Nc2nc3ccccc3n3nnnc23)CC1	40%[activator]	-1%	11%	u	6%	i	u	18%	3%

Other entries follow:
SMILES	ATXN2 expr inh	A549 viability	EPAC2 antag	MCF10A rerep	TGFb SMAD3 inh	ATXN viability	Nrf2 block	Nrf2 activator	HepG2 tox
CCCCOc1ccc(C(=O)NCCc2sc(-c3cccc(F)c3)nc2C)cc1	-27%	-8%	x	x	2%	i	x	-1.2%	5%
CCOc1ccc(CCNC(=O)c2ccc(F)c(S(=O)(=O)N3CCOCC3)c2)cc1OCC	-10%	-15%	11%	17%	u	i	u	-0.9%	-18%
COc1cccc(/C=N/NC(N)=S)c1OCc1ccccc1Cl	x	-3%	-5%	u	-15%	i	u	2.2%	8%
Cc1ccc(C)c(NC(=O)CSc2nnc(-c3ccco3)o2)c1	9%	0%	3%	0%	9%	i	-3%	-0.1%	-4%
COc1cc(/C=N/OCC(=O)Nc2cc(C)cc(C)c2)ccc1OCc1ccc(Cl)cc1	45%[activator]	9%	-17%	20%	u	i	25%	0.5%[9.22 µM]	-15%
CNC(=O)CN1C(=O)c2cccc3cccc1c23	3%	3%	13%	-1%	-22%	i	16%	0.0%	1%
COc1ccccc1Cn1ccn(CC(=O)Nc2c(C)cc(C)cc2C)c(=O)c1=O	x	u	x	x	5%	x	u	-0.2%	-2%
CCN(CC)C(=O)c1ccc(-c2nnc(Nc3ccc(C(=O)N(C)C)cc3)c3ccccc23)cc1	-2%	-1%	-17%	u	-16%	i	-16%	2.5%	-21%
O=C1C=Cc2cccc3ccc(O)c1c23	7.1µM*	u	32%[activator]	3%	-2%	i	u	28%	-5%
CCOc1ccc(-c2c(C)nn3c(C)c(C(=O)NCCN(C)C)cnc23)cc1OCC	-11%	0%	x	x	4%	i	-1%	3.9%	-23%
COCCCNC(=O)Cc1c(C)c2c(cc(C)c3c(C(C)(C)C)coc32)oc1=O	-24%	u	-24%	u	u	i	u	-0.1%	-46%
O=C(CSc1nnnn1-c1ccccc1)N1N=CCC1c1ccccc1 (stereo not drawn)	28%	0%	-8%	0%	2%	i	5%	4.7%	17%
COC(=O)C1=C(C)N(C)C(=O)NC1c1ccc(C)cc1 (stereo not drawn)	7%	2%	2%	-2%	20%	i	11%	-0.2%	-9%
CSc1cccc(NC(=O)CN2C(=O)CCc3cc(S(=O)(=O)N4CCCCC4)ccc32)c1	-12%	1%	x	x	u	i	x	4.2%	-9%
COc1ccc(CN2C(=O)c3cccnc3C2Nc2ccc(OC)c(Cl)c2)cc1 (stereo not drawn)	4%	-3%	-5%	0%	-2%	i	1%	-0.4%	-8%
CCCOc1ccc2c(=O)c(N3C(=O)c4ccccc4C3=O)c(C)oc2c1	3%	-12%	4%	19%	-3%	i	-4%	0.3%	-1%
COc1ccc(S(=O)(=O)NC2CC2)cc1C(=O)N1CCOCC1	8%	3%	-1%	u	6%	i	-9%	0.2%	-12%

Ordered by SMILES length (descending): part of the list above
SMILES	ATXN2 expr inh	A549 viability	EPAC2 antag	MCF10A rerep	TGFb SMAD3 inh	ATXN viability	Nrf2 block	Nrf2 activator	HepG2 tox
CCN(CC)C(=O)c1ccc(-c2nnc(Nc3ccc(C(=O)N(C)C)cc3)c3ccccc23)cc1	-2%	-1%	-17%	u	-16%	i	-16%	2.5%	-21%
CCOc1ccc(CCNC(=O)c2ccc(F)c(S(=O)(=O)N3CCOCC3)c2)cc1OCC	-10%	-15%	11%	17%	u	i	u	-0.9%	-18%
COCCCNC(=O)Cc1c(C)c2c(cc(C)c3c(C(C)(C)C)coc32)oc1=O	-24%	u	-24%	u	u	i	u	-0.1%	-46%
COc1ccccc1Cn1ccn(CC(=O)Nc2c(C)cc(C)cc2C)c(=O)c1=O	x	u	x	x	5%	x	u	-0.2%	-2%
COc1ccc(CN2C(=O)c3cccnc3C2Nc2ccc(OC)c(Cl)c2)cc1 (stereo not drawn)	4%	-3%	-5%	0%	-2%	i	1%	-0.4%	-8%
CCCOc1ccc2c(=O)c(N3C(=O)c4ccccc4C3=O)c(C)oc2c1	3%	-12%	4%	19%	-3%	i	-4%	0.3%	-1%
CCCCOc1ccc(C(=O)NCCc2sc(-c3cccc(F)c3)nc2C)cc1	-27%	-8%	x	x	2%	i	x	-1.2%	5%
COc1ccc(S(=O)(=O)NC2CC2)cc1C(=O)N1CCOCC1	8%	3%	-1%	u	6%	i	-9%	0.2%	-12%
Cc1ccc(C)c(NC(=O)CSc2nnc(-c3ccco3)o2)c1	9%	0%	3%	0%	9%	i	-3%	-0.1%	-4%
COc1cccc(/C=N/NC(N)=S)c1OCc1ccccc1Cl	x	-3%	-5%	u	-15%	i	u	2.2%	8%
CNC(=O)CN1C(=O)c2cccc3cccc1c23	3%	3%	13%	-1%	-22%	i	16%	0.0%	1%
O=C1C=Cc2cccc3ccc(O)c1c23	7.1µM*	u	32%[activator]	3%	-2%	i	u	28%	-5%

Source: PubChem (National Center for Advancing Translational Sciences (NCATS))
